RNase H inhibition – RNase H inhibition, HIV 1 Gag Pol polyprotein, FRET biochemical assay, screening (AID 372); HIV-1 RT RNase H, FRET RNA/DNA substrate fluorescence; higher % means a stronger effect; inhibition, % at 10 µM; hits with a dose series show IC50 in µM; hit rate 0.77% among 100,000; in the data active = inhibition above about 50%
Active calls of the source: *. A portion of the library; count on the stated rates, not on these rows.

SMILES	RNase H inhibition
N#CCCN(/N=C/c1cc(Br)ccc1O)C1=NS(=O)(=O)c2ccccc21	17%
COc1ccc(CCNC(=O)/C=C/c2ccco2)cc1OC	7%
Cc1oc2cc(OCc3cc4c(cc3Cl)OCO4)ccc2c(=O)c1Oc1ccccc1	7%
O=C1N=c2ccccc2=C1c1s/c(=N\Nc2ccccc2)n(-c2ccccc2)c1O	17%
O=C(CN(c1ccc(F)cc1)S(=O)(=O)c1ccccc1)Nc1ccc(Br)cc1	2%
COC(=O)c1ccc(NC(=O)CC(=O)Nc2ccc(C(=O)OC)cc2)cc1	2%
Clc1ccccc1COc1ccc(/C=N/c2ncn[nH]2)cc1	28%
CN1C(=O)NC(=O)/C(=C\c2ccc(O)cc2)C1=O	9%
COc1ccc(/C=C2/SC(=Nc3ccc(F)cc3)NC2=O)c(OC)c1	19%
CCN(CC)CCn1c(=N)n(CCO)c2ccccc21	10%
COc1ccc(C(=O)NNC(=O)c2ccccc2O)cc1	0%
CCOc1ccccc1N(CC(=O)Nc1cc(Cl)cc(Cl)c1)S(=O)(=O)c1ccccc1	15%
Cc1ccc(N/C=C/C(=O)c2ccc(C)cc2)cc1	4%
COC(=O)c1c(NC(=O)c2cc(-c3ccc(C)c(C)c3)nc3ccccc23)sc2c1CCC2	19%
O=C1C2C3C=CC(C4CC34)C2C(=O)N1c1ccc(F)cc1 (stereo not drawn)	0%
CCc1ccc(S(=O)(=O)Nc2c(C)n(C)n(-c3ccccc3)c2=O)cc1	11%
COc1ccccc1/C=N/Nc1cc(N2CCCC2)nc(N2CCCC2)n1	14%
Cc1ccc(-c2cc(C(F)(F)F)n3nc(-c4ccccc4)cc3n2)cc1	8%
O=C(NCc1ccccn1)C(=O)Nc1ccc(Cl)c(C(F)(F)F)c1	6%
O=C1NC(=O)N(c2ccccc2)C(=O)/C1=C\c1ccc(Cl)cc1	5%
CCOC(=O)c1cccc(N/C(N)=N/c2nc(C(F)(F)F)cc(=O)[nH]2)c1	8%
COC(=O)C1=C(C)N(CC2CCCO2)C(=O)/C1=C\c1ccc(Cl)c(Cl)c1 (stereo not drawn)	0%
Cc1ccc(C(=O)Nc2ccc(O)c(-c3nc4cc(C)ccc4o3)c2)cc1	9%
COc1cc(CN2CCN(C3CC4CCC3C4)CC2)cc(OC)c1OC (stereo not drawn)	6%
CCOc1ccc(C2C(C(=O)OC(C)CC)=C(C)NC3=C2C(=O)CC(c2ccccc2)C3)cc1 (stereo not drawn)	2%
COc1c(Cl)cc(C(=O)Nc2ccc(N3CCOCC3)c(Cl)c2)cc1Cl	14%
CNC(=S)Nc1ccc(C23CC4CC(CC(C4)C2)C3)cc1	22%
COc1ccccc1N(CC(=O)NCCSC)S(=O)(=O)c1ccccc1	13%
O=C(Nc1ccc(Cl)cc1)c1ccc2c(c1)OCO2	11%
O=C(O)c1c(-c2ccccc2)oc2ccc(OCc3ccccc3)cc12	0%
CCCC(=O)Nc1ccc(NC(=O)COc2ccccc2)cc1	0%
Cc1sc(NC(=O)c2cc([N+](=O)[O-])cc([N+](=O)[O-])c2)c(C(N)=O)c1C	25%
Cc1ccc(C2=NC(=O)/C(=C/c3cc4c(cc3Br)OCO4)S2)cc1	21%
Cc1ccc(S(=O)(=O)c2c(N)n(CCO)c3nc4ccccc4nc23)cc1	7%
CCOC(=O)c1cc(-c2ccc(C=C3C(=O)N(C)C(=O)N(C)C3=O)o2)ccc1Cl	1%
CCOc1ccc(/C=C2\C(=O)NC(=S)N(c3cccc(Cl)c3Cl)C2=O)c(OCC)c1	29%
C=CCc1cc(C=C2C(=O)N(C)C(=S)N(C)C2=O)cc(OC)c1OCc1ccccc1	22%
O=C(CCCOc1ccccc1)Nc1cccc([N+](=O)[O-])c1	0%
O=C(Nc1ccc(Cl)cc1C(F)(F)F)c1ccc(Cl)c([N+](=O)[O-])c1	9%
O=C(N/N=C/c1ccc(Cl)c(Cl)c1)c1ccc(Br)cc1	0%
CCCOC(=O)c1c(N)sc2c1CCCCC2	19%
COc1ccc(/C(O)=C/C(=O)C(=O)NCc2ccccc2)cc1	14%
O=[N+]([O-])c1ccc(-c2nnc(-c3ccc(Br)o3)o2)cc1	10%
COC(=O)c1cccc(S(=O)(=O)N2CCCCC2)c1	0%
CCOc1cc(/C=C2\SC(=S)N(CC(C)C)C2=O)ccc1O	19%
COc1cc(OC)c(CNc2ccc(C)c(C)c2)cc1Br	10%
Cc1ccc(C(=O)Nc2ccccc2-c2ccccc2)c(Cl)c1	3%
COc1cc(/C=N\N2CCN(c3ccccc3)CC2)ccc1O	12%
O=c1sc2ccccc2n1CN1CCOCC1	2%
CN(C)c1ccc(/C=c2\sc3nc4ccccc4n3c2=O)cc1	0%

Continued.
SMILES	RNase H inhibition
CC1=NN(C(=O)c2cccnc2)C(C)(O)C1(C)C (stereo not drawn)	3%
COc1cccc(CNCc2ccccc2[N+](=O)[O-])c1OC	0%
CCOc1cc(/C=N/NC(=O)C(C)N(c2ccc(OC)cc2)S(C)(=O)=O)ccc1OCc1ccc(Cl)cc1 (stereo not drawn)	11%
O=[N+]([O-])c1ccc(/C(=C/C=Nc2ccccc2)Nc2ccccc2)cc1	8%
O=C(CCC(=O)Nc1ccccc1)N/N=C/c1ccc(Br)cc1	5%
O=C(Nc1ccccc1)c1ccccc1N=Cc1ccc(Cl)cc1	17%
COc1cc(/C=N/NC(=O)CCN2CCCCC2)ccc1O	10%
CCC(=O)Nc1ccc(NC(=S)NC(=O)/C=C/c2ccccc2)cc1	15%
CC(=O)NS(=O)(=O)c1ccc(NC(=O)c2ccc(C(C)(C)C)cc2)cc1	0%
COC(=O)CN(c1ccc(Br)cc1)S(=O)(=O)c1ccccc1	0%
Cc1ccc(OCC(=O)N/N=C\C(Br)=C\c2ccccc2)cc1	9%
COC(=O)CNC(=O)Cc1ccccc1[N+](=O)[O-]	1%
CCOC(=O)C1CCCN(Cc2ccccc2OC)C1 (stereo not drawn)	10%
O=C1OC(c2ccccc2)=N/C1=C/c1cn(-c2ccccc2)nc1-c1ccc(Br)cc1	15%
COc1ccc2c(c1OC)C(=O)N1c3ccccc3N=C(c3ccc(Cl)cc3)CC21 (stereo not drawn)	6%
COc1cc(CN=Cc2c(O)n(-c3ccccc3Cl)c(=O)[nH]c2=O)cc(OC)c1	10%
COC(=O)C1=C(C)NC(C)=C(C(=O)OC)C1c1ccc(I)cc1	6%
CCC(=O)Nc1ccc(C(=O)NNC(=O)c2ccc(C)cc2)cc1	0%
CC(C)(C)OC(=O)C1C(=O)CC(C)(O)C(C(=O)OC(C)(C)C)C1c1ccc(Br)cc1 (stereo not drawn)	13%
Cc1ccc(C(=O)/C=C/Nc2cccc(O)c2)cc1	7%
CC(C)c1ccccc1OCCCN1CCCCC1	56%*
Cc1cc(/C=N/NC(=O)c2cc(Br)c(O)c(Br)c2)c(C)n1-c1cccc([N+](=O)[O-])c1	15%
COc1cc(C=O)ccc1OCCOc1ccc([N+](=O)[O-])cc1Cl	17%
COc1ccc(C=Nc2ccc(C)cc2O)c2ccccc12	25%
CCOc1ccc2ccc(OCC)c(/C=C3/NC(=S)NC3=O)c2c1	20%
O=C(CSc1nsc(SCC(=O)Nc2nccs2)n1)Nc1nccs1	2%
COc1cc(C(=O)Nc2cccc(-c3nc4ncccc4o3)c2)ccc1OCc1ccc(Cl)cc1	5%
CCOc1ccc(OC)cc1/C=N/NC(=O)c1ccc(C)cc1	25%
CCCCCCOC(=O)C1=C(C)NC(=O)NC1c1ccccc1F (stereo not drawn)	30%
CC(=O)N1CCN(c2ccc(NC(=O)c3ccc4c(c3)OCCO4)cc2)CC1	11%
CCc1ccccc1N1C(=O)NC(=O)/C(=C\c2cc(C)n(-c3cccc(Cl)c3)c2C)C1=O	30%
N#Cc1cccc(N=Cc2ccc(Br)cc2)c1	0%
CCCCOC(=O)c1cccc(NC(=O)c2cncc(Br)c2)c1	9%
CCN1C(=O)/C(=C/c2cccc(OCCOc3ccc(Cl)c(C)c3)c2)SC1=S	13%
Cc1ccc2oc(-c3ccc(NC(=O)c4cccnc4)cc3O)nc2c1	21%
Nc1c(NCCCN2CCOCC2)c2ccccc2oc1=O	18%
CCOc1cccc(C(=O)Nc2nnc(-c3ccccc3C)s2)c1	13%
COc1ccc(N2C(=O)C(O)=C(C(C)=O)C2c2ccccc2)cc1 (stereo not drawn)	0%
O=C(Cc1cccs1)Nc1ccc(F)cc1	8%
O=C1CCCC2=C1C(c1cccc([N+](=O)[O-])c1)C1C(=O)c3ccccc3C1=N2 (stereo not drawn)	21%

An excerpt of these results, with bars between the fields:
Structure | RNase H inhibition
COc1ccc(N2C(=O)C(O)=C(C(C)=O)C2c2ccccc2)cc1 (stereo not drawn) | 0%
CCN1C(=O)/C(=C/c2cccc(OCCOc3ccc(Cl)c(C)c3)c2)SC1=S | 13%
CCOc1cccc(C(=O)Nc2nnc(-c3ccccc3C)s2)c1 | 13%
CCc1ccccc1N1C(=O)NC(=O)/C(=C\c2cc(C)n(-c3cccc(Cl)c3)c2C)C1=O | 30%
O=C(Cc1cccs1)Nc1ccc(F)cc1 | 8%
O=C1CCCC2=C1C(c1cccc([N+](=O)[O-])c1)C1C(=O)c3ccccc3C1=N2 (stereo not drawn) | 21%
Cc1ccc2oc(-c3ccc(NC(=O)c4cccnc4)cc3O)nc2c1 | 21%

More structures:
SMILES	RNase H inhibition
Cc1ccccc1S(=O)(=O)Nc1c(C)n(C)n(-c2ccccc2)c1=O	3%
O=C(N/N=C/c1ccc([N+](=O)[O-])c(O)c1)c1cccc(F)c1	8%
COc1ccc(C(=O)N/C(=C\c2cccc3ccccc23)C(=O)NCc2ccco2)cc1	9%
Cc1ccc(S(=O)(=O)N(CC(=O)N2CCC(C)CC2)c2ccc(Cl)c(C(F)(F)F)c2)cc1	19%
C=CCc1ccc(OCCOCCOc2ccccc2F)c(OC)c1	24%
CCOc1ccc(/C=N/N=C2\C(=O)Nc3ccccc32)cc1	14%
NS(=O)(=O)c1ccc(N/C=C\C(=O)c2ccc3ccccc3c2)cc1	29%
CCOC(=O)c1cc2nc(-c3ccc([N+](=O)[O-])cc3)cc(C(F)(F)F)n2n1	8%
Cc1ccc(N/C=C(\C#N)c2nc(-c3cc4cc(Br)ccc4oc3=O)cs2)cc1	6%
N#C/C(=C/c1cccc(F)c1)c1nc(-c2ccc(Br)cc2)cs1	11%

A portion from the list above, for reference:
SMILES	RNase H inhibition
Cc1ccc(S(=O)(=O)N(CC(=O)N2CCC(C)CC2)c2ccc(Cl)c(C(F)(F)F)c2)cc1	19%
C=CCc1ccc(OCCOCCOc2ccccc2F)c(OC)c1	24%
CCOc1ccc(/C=N/N=C2\C(=O)Nc3ccccc32)cc1	14%
NS(=O)(=O)c1ccc(N/C=C\C(=O)c2ccc3ccccc3c2)cc1	29%
CCOC(=O)c1cc2nc(-c3ccc([N+](=O)[O-])cc3)cc(C(F)(F)F)n2n1	8%

Next part:
SMILES	RNase H inhibition
Cc1ccc(C)c(OCc2nnc(NC(=O)Nc3ccc(Cl)cc3Cl)s2)c1	30%
CN(C)c1ccc(NC(=O)c2cc([N+](=O)[O-])ccc2Cl)c2ccccc12	12%
CCOC(=O)c1c(-c2cccs2)csc1NC(=O)c1ccc(Br)cc1	5%
Nc1ccccc1C(=O)N/N=C\c1ccc(-c2ccc(Cl)cc2)o1	10%
O=C1NN(c2ccc(I)cc2)C(=O)/C1=C\c1ccc(F)cc1	0%
COc1ccc(CCNC(=O)C2C3CCC(O3)C2C(=O)O)cc1OC (stereo not drawn)	4%

4 of these compounds, set out differently:
CCOC(=O)c1cc2nc(-c3ccc([N+](=O)[O-])cc3)cc(C(F)(F)F)n2n1
  RNase H inhibition: 8%

Cc1ccc(N/C=C(\C#N)c2nc(-c3cc4cc(Br)ccc4oc3=O)cs2)cc1
  RNase H inhibition: 6%

N#C/C(=C/c1cccc(F)c1)c1nc(-c2ccc(Br)cc2)cs1
  RNase H inhibition: 11%

Cc1ccc(C)c(OCc2nnc(NC(=O)Nc3ccc(Cl)cc3Cl)s2)c1
  RNase H inhibition: 30%
